Screening results as filed in PubChem BioAssay.
hERG WT inh – KCNH2 (human, wildtype) channel inhibition; U2OS, BacMam KCNH2, thallium flux FluxOr; stronger effect = lower value; AID 720551; 340,000 compounds, 0.37% hits; Q12809; activity change, % at 1.84 µM;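 active means maximum activity change below -70%; inconclusive means maximum activity change between -70% and -50%; inactive means maximum activity change above -50%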; further: on the % scale 0 is the no-effect control and ±100 the full control effect
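U2OS cells were transduced with wild-type KCNH2 virus (2.03 x 10^8 / mL) for 4 h at room temperature, then cultured overnight at 37 C. Thallium flux was read with FluxOr dye. Rate constants were normalized to DMSO controls.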
BCR signal inh – inhibitors of chronic active B-cell receptor signaling; ABC-DLBCL IkBa-CBG/CBR reporter, luminescence ratio, 4 h; Potency, µM (titrated, usually from 46.1 µM), for the others: at the highest dose ratio change, negative = lower green/red ratio, most hits filed as inhibitors; 340,000 compounds, 0.05% hits; active means well fitted inhibition curve with a large enough effect in the signal ratio, with a control signal flat, not every such curve was filed as active; inconclusive means small, poorly fitted or top-dose-only effect, or effect the other way, or a change in a side signal; the % refers to the signal ratio;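 further: potency means the concentration at half of the fitted maximal effect; plate controls were basal doxycycline-induced cells for no effect and cells given 10 µM MG132 for full effect; MG132 reads +100%, hits lower the ratio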
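TMD8 human ABC-DLBCL cells with doxycycline-inducible IκBα–green luciferase fusion and unfused red luciferase, in 0.5% FBS medium; compounds up to 46 uM, 4 h at 37C. Green/red luminescence ratio, filter-overlap corrected, fitted to concentration-response curves.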
USP2a inh – blocks human ubiquitin-specific protease USP2a; Potency, µM (series often up to 38.3 µM), inactives show top-dose activity change, negative = inhibition, hits mostly inhibitors; USP2 core, Ub-CHOP2 coupled fluorogenic reporter, 485/531; O75604; 330,000 compounds, 0.01% hits;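 further: potency means the concentration at half of the fitted maximal effect; plate controls were DMSO wells for no effect and full inhibition by NEM control for full effect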
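USP2 core (10nM final) preincubated 30min RT with compound in 20mM Tris-HCl pH 8.0, 2mM CaCl2, 2mM beta-mercaptoethanol, 0.05% CHAPS; 25nM Ub-CHOP2 plus 25nM reporter substrate added, fluorescence (Ex485/Em531) read after 60min.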
MBNL1 CUG block – blocks human MBNL1 binding to CUG repeat RNA; TR-FRET MBNL1-His/biotin-(CUG)12 binding, 665/545 ratio; Potency, µM (top dose mostly 57.5 µM), for the others: at the highest dose activity change, negative = inhibition, hits mostly inhibitors; 280,000 compounds, 0.036% hits; AID 2675; Q9NR56; active means well fitted inhibition curve with a large enough effect in the signal ratio, with a control signal flat, not every such curve was filed as active; inconclusive means small, poorly fitted or top-dose-only effect, or effect the other way, or a change in a side signal; inactive means no such curve, though single readings can be large or run the other way; the % refers to the signal ratio; further: potency means the concentration at half of the fitted maximal effect; on the % scale 0 is the no-effect control and ±100 the full control effect
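Compound titration spanned 92 nM–58 uM against the MBNL1-His/biotin-(CUG)12 complex. After 60 min at room temperature with 5 nM streptavidin-XL665 and 0.055 ng/ul terbium anti-His, ratiometric 665/545 nm emission (Ex 340 nm) normalized to controls.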
PKM2 activator – activators of human pyruvate kinase M2 | P14618 | purified PKM2, Kinase-Glo ATP luminescence, activation; response scale: 0% is enzyme alone, no compound | Potency, µM (series often up to 57.5 µM), without a hit: at the highest dose activation, actives largely listed as activators | 260,000 compounds, 0.34% hits; further: potency means the concentration at half of the fitted maximal effect; on the % scale 0 is the no-effect control and ±100 the full control effect; nearly all actives have a fitted effect of over 55% in size
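Purified hPK-M2 (>95% pure) converted ADP (0.1 mM final) to ATP with 0.5 mM PEP in 50 mM imidazole pH7.2, KCl, MgCl2, Tween 20, BSA; 1 h at room temperature. ATP detected by Kinase-Glo luminescence.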
Mito fusion act – blocks mitochondrial division or promotes mitochondrial fusion. S. cerevisiae fusion-defective mutant growth rescue, CellTiterGlo 48 h. Potency, µM (top dose mostly 46.1 µM), without a hit: at the top dose growth rescue (activation), usual class: activators. 320,000 compounds, 0.23% hits;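 further: potency means the concentration at half of the fitted maximal effect; % of control where 0% means no effect; nearly all actives have a fitted effect of over 45% in size; temperature-sensitive fusion mutants such as fzo1-1 at 37 °C on non-fermentable ethanol glycerol medium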
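Compounds are tested for their ability to restore growth of mitochondrial fusion-defective yeast strains at non-permissive 37C in YPEG medium over 48 hours. Viability is quantified by luciferase luminescence.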
S-ASM inh – inhibitors of human secretory acid sphingomyelinase; P17405; placental ASM, HMU-PC fluorogenic substrate, 60 min; Potency, µM (doses to about 57.5 µM), for inactives: at the highest dose activity change, negative = inhibition, hits mostly inhibitors; 340,000 compounds, 0.006% hits; AID 504937; further: potency means the concentration at half of the fitted maximal effect
Target sequence (P17405 47-631 limits assumed): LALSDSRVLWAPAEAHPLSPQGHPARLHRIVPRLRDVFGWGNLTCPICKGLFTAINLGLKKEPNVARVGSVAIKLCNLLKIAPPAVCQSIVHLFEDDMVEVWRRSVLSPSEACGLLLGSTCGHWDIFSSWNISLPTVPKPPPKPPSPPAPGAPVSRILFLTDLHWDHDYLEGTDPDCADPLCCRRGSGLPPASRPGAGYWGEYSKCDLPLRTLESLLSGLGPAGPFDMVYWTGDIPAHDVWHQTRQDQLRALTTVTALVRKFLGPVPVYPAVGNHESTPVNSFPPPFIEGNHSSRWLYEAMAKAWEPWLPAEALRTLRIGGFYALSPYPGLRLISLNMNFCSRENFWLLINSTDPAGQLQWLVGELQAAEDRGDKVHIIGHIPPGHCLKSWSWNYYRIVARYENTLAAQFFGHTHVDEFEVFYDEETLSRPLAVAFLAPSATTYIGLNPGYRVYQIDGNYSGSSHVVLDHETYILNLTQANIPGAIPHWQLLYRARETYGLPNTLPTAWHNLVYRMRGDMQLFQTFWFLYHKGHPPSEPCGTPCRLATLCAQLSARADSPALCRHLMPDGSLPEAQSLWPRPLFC
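Fluorescence read-out (Ex 386 nm, Em 447 nm) after stopping the reaction at pH 10. Enzyme: ASM from human placenta; substrate HMU-PC0, 9 uM final; 60 min, 37 °C. Compound preincubation 10 min, ambient temperature.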
Eya2 inh – blocks the phosphatase activity of human Eya2; 330,000 compounds, 0.006% hits; AID 488837; recombinant Eya2, OMFP fluorescence dephosphorylation (OMFP is methylfluorescein phosphate); O00167; Potency, µM (titrated, usually from 76.9 µM), without a hit: top-dose activity, negative = inhibition, most hits filed as inhibitors; further: potency means the concentration at half of the fitted maximal effect; on the % scale 0 is the no-effect control and ±100 the full control effect
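Eya2 protein (added as 0.2 uM solution) was preincubated with compound for 10 min at ambient temperature in 50 mM HEPES pH 7.5, 50 mM NaCl, 5 uM MgCl2, 0.05% BSA, 1 mM DTT. OMFP (added at 50 uM) then reacted 10 min; fluorescence read at 485/525 nm.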
GALK inhibitor – inhibitors of human galactokinase. P51570. Purified GALK, Kinase-Glo residual ATP luminescence. Potency, µM (doses to about 57.5 µM), for the others: at the top dose activity change, negative = inhibition, most hits filed as inhibitors. 270,000 compounds, 0.007% hits. AID 1868; further: potency means the concentration at half of the fitted maximal effect; on the % scale 0 is the no-effect control and ±100 the full control effect
Target sequence (P51570 whole entry, looked up): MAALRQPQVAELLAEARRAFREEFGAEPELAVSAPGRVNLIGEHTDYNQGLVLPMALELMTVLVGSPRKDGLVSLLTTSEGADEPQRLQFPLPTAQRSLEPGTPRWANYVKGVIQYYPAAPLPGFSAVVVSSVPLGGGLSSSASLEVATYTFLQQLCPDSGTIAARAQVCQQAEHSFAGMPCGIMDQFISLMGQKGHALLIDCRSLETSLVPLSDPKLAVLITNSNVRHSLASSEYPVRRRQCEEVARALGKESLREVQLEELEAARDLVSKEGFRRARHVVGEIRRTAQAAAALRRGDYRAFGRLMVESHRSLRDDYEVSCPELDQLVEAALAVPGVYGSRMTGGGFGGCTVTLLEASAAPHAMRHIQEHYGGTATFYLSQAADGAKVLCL
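ATP-depletion format; final 35 uM ATP, 100 uM D-galactose, 5 nM enzyme; pH 8.0 HEPES/Mg2+ buffer; 60 min RT; luminescence read 10 min after detection reagent.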
Menin MLL FP TR – inhibitors of human menin-MLL interaction, mutant MLL peptide | Menin + Texas Red MLL mutant peptide, fluorescence polarization | Potency, µM (titrated, usually from 61.6 µM), for the others: at the highest dose FP activity change, negative = inhibition, actives largely listed as inhibitors | O00255 | 270,000 compounds, 0.23% hits | AID 1768; active means well fitted inhibition curve with a large enough effect in the polarisation, with a control signal flat, not every such curve was filed as active; inconclusive means small, poorly fitted or top-dose-only effect, or effect the other way, or a change in a side signal; inactive means no such curve, though single readings can be large or run the other way; the % refers to the polarisation; further: potency means the concentration at half of the fitted maximal effect; % of control where 0% means no effect; many of its hits are not listed in these tables
TSHR antagonist – human thyrotropin receptor antagonism; 330,000 compounds, 0.2% hits; TSHR-expressing cells, TSH-stimulated cAMP HTRF, 2 h; stronger effect = lower value; P16473; activity change, negative = inhibition, % at 11.5 µM;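 active means activity change below a set negative limit, meaning inhibition stronger than a set level, cut at about -70% in these data; inconclusive means activity change between two set negative limits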; further: on the % scale 0 is the no-effect control and ±100 the full control effect
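Antagonism was scored as loss of TSH-driven cAMP in TSHR cells, stimulated with 4nM TSH (EC80) for 2 hours at 37 deg C and detected by homogeneous HTRF competition immunoassay.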
Active calls of the source: *; ? = inconclusive; . = no result given; [ ] = another dose, or the depositor's remark. Unless noted, the call rests on the fitted dose curve; in most records, active means well fitted curve in the direction sought with a large enough effect; inconclusive means small, poorly fitted or top-dose-only effect, or another doubt; inactive means no such curve, though single readings can be large; an effect the other way counts as inactive or inconclusive. A portion of the library; rates above refer to the full screens.

#	SMILES	hERG WT inh	BCR signal inh	USP2a inh	MBNL1 CUG block	PKM2 activator	Mito fusion act	S-ASM inh	Eya2 inh	GALK inhibitor	Menin MLL FP TR	TSHR antagonist
1	Cc1ccc(S(=O)(=O)N2CCOCC2)cc1C(=O)OCC(=O)N(Cc1ccccc1)C(C)C	-6	1%	1%	.	.	7%	-2%	3%	.	.	0
2	CCOC(=O)N1CCN(C(=O)CSc2ccccc2)CC1	-9	1%	2%	-4%	4%	0%	0%	-2%[15.4 µM]	1%	-3%	5
3	O=c1oc(Nc2ccc(F)cc2)nc2ccccc12	-3	?	3%	2%	-1%	0%	0%	13%	-1%	1%	17
4	Cc1ccc(/C=N/NC(=O)C2CC(=O)N(c3ccccc3)C2)s1 (stereo not drawn)	-1	-1%	2%	?	-1%	-2%	4%	3%	.	-5%	5
5	Cc1cc(C)cc(NC(=O)N2CCC(C(=O)c3ccc(F)cc3)CC2)c1	4	-6%	2%	1%	-6%	-16%	-3%	-2%	6%	0%	-12
6	CC1CC(C)(C)CC2(C1)NC(=O)N(CC(=O)Nc1ccc(N3CCCCC3)cc1)C2=O (stereo not drawn)	-4	4%	0%	-7%	0%	-3%	-1%	-12%	-3%	.	1
7	CCOc1c(Br)cc(/C=N\NC(=O)c2ccccc2)cc1OC	9	?	4%	.	-6%	18%	-1%	-7%	1%	4%	-13
8	C=CCn1c(SCC(=O)Nc2nncs2)nnc1-c1ccco1	9	?	0%	1%	.	-7%	0%	13%	5%	2%	-7
9	O=C(CSc1ccc2nnc(-c3ccncc3)n2n1)N1CCc2ccccc21	.	4%	1%	-3%	2%	1%	.	-9%	3%	1%	-5
10	O=C(O)c1ccc(N2C(=O)CC(N3CCN(c4cccc(Cl)c4)CC3)C2=O)cc1 (stereo not drawn)	0	4%	1%	3%	-1%	0%	3%	-6%	-3%	5%	-6
11	S=c1[nH]nc(C2CCCCC2)n1/N=C/c1ccc(Cl)cc1	-7	?	-8%	-2%	.	-14%	-8%	-17%	-2%	-3%	-10
12	CC(C)Cc1nc(N2CCN(C(=O)c3ccccc3)CC2)c(C#N)c2c1CCC2	7	-7%	1%	-15%	0%	6%	-8%	-17%	-1%	?	-22
13	COc1cccc(CC(=O)Nc2ccc(-c3csc(C)n3)cc2)c1	-1	?	3%	11%	0%	1%	0%	-3%	5%	.	-2
14	CC1CCCCN1C(=O)CSc1nc2ncccc2[nH]1 (stereo not drawn)	-22	5%	4%	5%	.	3%	2%	1%	-2%	.	2
15	CS(=O)(=O)Nc1nc2ccccc2[nH]1	1	-2%	-4%	3%	-2%	4%	1%	-26%	3%	-27%	20
16	CCc1ccccc1NC(=O)[C@@H]1CCC(=O)N1C1OC(=O)c2ccccc21 (stereo partly drawn)	-1	5%	0%	-2%	2%	-2%	0%	12%	.	19%	11
17	Cc1ccc(N2CC(C(=O)Nc3nnc(SCC(N)=O)s3)CC2=O)cc1C (stereo not drawn)	-10	1%	0%	-4%	-1%	0%	1%	0%	1%	21%	6
18	Cc1ccccc1C1C2=C(Nc3[nH]n(-c4ccccc4)c(=O)c31)c1ccccc1C2=O (stereo not drawn)	.	?	0%	?	-9%	0%	.	-6%	1%	-19%	-12
19	Cc1cc(-c2ccc([N+](=O)[O-])cc2)nc2ccccc12	-20	?	0%	?	1%	4%	-5%	-12%	-2%	?	13
20	Cc1cccc(C)c1NC(=O)Nc1cccs1	0	?	1%	-10%	-1%	-2%	0%	4%	2%	-2%	7

Compounds 10–11 from above:
#	SMILES	hERG WT inh	BCR signal inh	USP2a inh	MBNL1 CUG block	PKM2 activator	Mito fusion act	S-ASM inh	Eya2 inh	GALK inhibitor	Menin MLL FP TR	TSHR antagonist
10	O=C(O)c1ccc(N2C(=O)CC(N3CCN(c4cccc(Cl)c4)CC3)C2=O)cc1 (stereo not drawn)	0	4%	1%	3%	-1%	0%	3%	-6%	-3%	5%	-6
11	S=c1[nH]nc(C2CCCCC2)n1/N=C/c1ccc(Cl)cc1	-7	?	-8%	-2%	.	-14%	-8%	-17%	-2%	-3%	-10

(continued)
#	SMILES	hERG WT inh	BCR signal inh	USP2a inh	MBNL1 CUG block	PKM2 activator	Mito fusion act	S-ASM inh	Eya2 inh	GALK inhibitor	Menin MLL FP TR	TSHR antagonist
21	O=C1/C(=C\c2cccs2)Sc2ccc3ccccc3c21	-2	-3%	8%	.	2%	-4%	-19%	6%	1%	?	-8
22	COC(=O)c1cccnc1Oc1ccccc1	2	?	0%	-1%	-6%	-2%	1%	-7%	14%	.	7
23	COc1ccc(NC(=O)COc2ccc(C(=O)NCc3cccnc3)cc2OC)cc1	-30	-8%	0%	.	.	-3%	-1%	5%	.	.	-1
24	Cc1csc(NC(=O)C2CSC3(C)CCC(=O)N23)n1 (stereo not drawn)	5	7%	2%	5%	-1%	-1%	2%	-11%	0%	.	11
25	COc1ccc(Cl)cc1-n1c(=S)sc2c(=O)n(-c3ccc(F)cc3)c(SCC(=O)O)nc21	-12	8%	-1%	4%	.	11%	6%	-8%	.	?	-4
26	COc1ccc(-c2nc(CS(=O)CC(=O)NCc3ccccc3)c(C)o2)cc1OC (stereo not drawn)	8	0%	-1%	0%	.	-4%	5%	1%	-7%	.	-42
27	Cc1ccc(C(=O)Nc2c(C)cc(-c3ccc(Cl)cc3)oc2=O)cc1	1	13%	1%	1%	1%	7%	72%[activator]	-13%	1%	.	-16
28	Cc1onc(-c2ccccc2)c1C(=O)Oc1ccccc1	3	7%	4%	-1%	1%	10%	-5%	-5%	1%	.	-5
29	O=C(Nc1cccc(Cl)c1N1CCOCC1)c1cccs1	-4	?	-1%	-2%	0%	4%	-2%	-11%	3%	.	-13
30	O=C(O)CN=C(NS(=O)(=O)c1ccc(Cl)cc1)c1ccc(F)cc1	-5	-2%	2%	-6%	4%	0%	3%	-3%	4%	-16%	-2
31	CCCCNC(=S)N1CCN(CC)CC1	-14	2%	0%	3%	5%	-1%	6%	-4%	6%	-12%	0
32	Cc1cc(NC(=O)COC(=O)c2ccccc2NCCO)no1	23	?	2%	.	.	.	.	5%	.	.	-6
33	Cc1cc(S(=O)(=O)Nc2ccc(C(=O)NCC(c3ccccc3)N(C)C)cc2)ccc1F (stereo not drawn)	-10	4%	-2%	-8%	9%	0%	-1%	2%	-2%	.	3
34	CC(=O)C1=C(O)C(=O)N(c2ccc(Br)cc2)C1c1cccc([N+](=O)[O-])c1 (stereo not drawn)	6	12%	0%	?	2%	-1%	6%	-10%	0%	49%[activator]	-4
35	Cc1cccc(C)c1OCC(O)Cn1ccnc1C (stereo not drawn)	-16	0%	-1%	-4%	-13%	0%	0%	1%	1%	?	-2
36	Cc1ccc(NC(=S)NC(NC(=O)Cc2cccc3ccccc23)C(Cl)(Cl)Cl)cc1 (stereo not drawn)	-27	?	-6%	-25%	-4%	8%	-2%	7%	2%	?	-7
37	COCCNC(=O)CSc1ccc(Cl)cc1	-5	?	3%	6%	-3%	-2%	0%	0%	2%	6%	23
